# EPAC1 agonist: activates human EPAC1 exchange factor; O95398; EPAC1 agonist qHTS, biochemical assay; response scale: 100% = response to 6.5 mM cAMP; Potency, µM (doses to about 154 µM), without a hit: at the top dose activation, most hits filed as activators; 360,000 tested, 0.073% active; further: potency means the concentration at half of the fitted maximal effect; nearly all actives have a fitted effect of over 60% in size
#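 Nucleotide exchange assay: 100 nM EPAC1 with 250 nM Rap1B loaded with BODIPY-GDP and 50 uM GDP, room temperature. Fluorescence (480/540 nm) read every 5 min for 30 min; signal change normalized to 6.5 mM cAMP as full agonist.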
# GLP-1R inv ag: inverse agonists of human GLP-1 receptor; P43220; HEK293 GLP-1R CRE-luciferase, luminescence, 24 h; GLP-1R form is constitutively active; Potency, µM (doses to about 38.3 µM), for the others: at the top dose activity change, negative = inhibition, most hits filed as inhibitors; 410,000 tested, 1.6% active; further: potency means the concentration at half of the fitted maximal effect; on the % scale 0 is the no-effect control and ±100 the full control effect; nearly all actives have a fitted effect of over 55% in size
# Target sequence (P43220 whole entry, looked up): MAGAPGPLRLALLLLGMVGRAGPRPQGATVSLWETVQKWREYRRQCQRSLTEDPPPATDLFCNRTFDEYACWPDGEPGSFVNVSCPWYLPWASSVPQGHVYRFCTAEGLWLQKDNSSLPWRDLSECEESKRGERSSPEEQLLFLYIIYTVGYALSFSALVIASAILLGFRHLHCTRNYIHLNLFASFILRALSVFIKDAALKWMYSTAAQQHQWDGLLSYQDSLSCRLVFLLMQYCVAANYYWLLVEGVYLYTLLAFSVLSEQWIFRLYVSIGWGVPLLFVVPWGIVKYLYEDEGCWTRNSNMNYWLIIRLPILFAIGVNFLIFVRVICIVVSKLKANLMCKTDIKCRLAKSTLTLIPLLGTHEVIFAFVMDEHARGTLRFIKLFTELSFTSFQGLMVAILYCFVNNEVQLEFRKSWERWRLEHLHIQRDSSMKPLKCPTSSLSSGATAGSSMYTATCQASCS
#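 HEK293 cells stably co-expressing a cAMP-responsive luciferase reporter and constitutively active GLP-1R were seeded, incubated 12 h, then exposed to compounds for 24 h at 37 C. Luminescence was read 12 min after detection reagent; inverse agonists lower signal.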
# PI5P4K alpha inh: PI5P4K alpha (human) kinase inhibition | P48426 | max response, % | 330,000 tested, 1.2% active | AID 652105 | PI5P4Kalpha enzyme, ADP-Glo luminescence, 60 min; active compounds read low; active means max response of -50% or lower; inconclusive means between -30% and -50%; inactive means -30% or higher; further: value at the top dose of about 77 µM; on the % scale 0 is the no-effect control and ±100 the full control effect
#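 ADP-Glo luminescence end-point after a 60 min room-temperature kinase reaction. PI5P4Kalpha and substrate in HEPES pH 7.4 buffer with EGTA, 0.1% CHAPS and 5% DMSO; ATP at 5 microM final.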
# IL2 activator: activates IL-2 in a cell-based reporter assay; 360,000 tested, 0.065% active; IL-2 activation reporter assay, cell-based qHTS; stimulated with anti-CD3/CD4/CD28 beads; in transgenic mouse T cells; activation, % (series mostly up to about 46 µM); AID 652025; in the data active means activation above about 50%; inconclusive means mostly about 30% to 49%; further: 0% is about no effect
#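 First, unstimulated transgenic mouse T cells were exposed to compound for 60 min. Next, anti-CD3/anti-CD4-coated beads with anti-CD28 were added. Finally, after 18 h at 37 degrees C, EGFP and DsRed were imaged.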
# PLK1 PBD inh: inhibitors of human PLK1 polo-box domain binding; 360,000 tested, 2.8% active; Plk1 PBD binding of FITC phosphopeptide, fluorescence polarization; AID 720504; Potency, µM, for the others: max response, negative = inhibition, actives largely listed as inhibitors; P53350; further: potency means the concentration at half of the fitted maximal effect; series mostly up to about 57 µM; on the % scale 0 is the no-effect control and ±100 the full control effect; nearly all actives have a fitted effect of over 65% in size
# GLP1R ag: GLP-1 receptor (human) agonism; P43220; HEK293 GLP-1R CRE-luciferase, luminescence, 4-6 h; cells express a hypersensitive GLP-1R form; Potency, µM (titrated, usually from 45.6 µM), without a hit: at the top dose activation, most hits filed as activators; 380,000 tested, 0.007% active; AID 624172; further: potency means the concentration at half of the fitted maximal effect; % of control where 0% means no effect
# HEK293 tox: cytotoxic in the GLP-1 receptor inverse agonist counter-screen | AID 624418 | HEK293 cAMP-luciferase reporter cells, luminescence, 24 h | 410,000 tested, 0.13% active | Potency, µM (highest dose often 38.3 µM), for inactives: top-dose activity change, negative = inhibition, hits mostly inhibitors;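 further: loss of luciferase light is scored as toxicity; potency means the concentration at half of the fitted maximal effect; on the % scale 0 is the no-effect control and ±100 the full control effect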
#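 A 23 nL compound transfer followed 12 hours of cell culture at 37 deg C; exposure then lasted 24 hr. Luciferase assay detection reagent was dispensed and plates read for luminescence after a 12 min room-temperature wait.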
# EPAC1 antag: antagonists of human EPAC1; O95398; EPAC1 GEF assay, Rap1b-BODIPY-GDP exchange fluorescence; Potency, µM (highest dose often 115 µM), for inactives: top-dose activity change, negative = inhibition, usual class: inhibitors; 360,000 tested, 0.14% active;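 further: potency means the concentration at half of the fitted maximal effect; plate controls were vehicle for no effect and positive control for full effect; nearly all actives have a fitted effect of over 50% in size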
# PTHR1 ag: PTHR1 (human) receptor agonism; Q03431; HEK293 GP2 PTHR1 cells, GloSensor cAMP luminescence, 1 h; Potency, µM (highest dose often 115 µM), for inactives: at the highest dose activation, most hits filed as activators; 410,000 tested, 0.075% active; further: potency means the concentration at half of the fitted maximal effect; nearly all actives have a fitted effect of over 55% in size; some results filed as inactive show a strong effect at the top dose; inactives centre near -15; many of its hits are not listed in these tables
# Target sequence (Q03431 whole entry, looked up): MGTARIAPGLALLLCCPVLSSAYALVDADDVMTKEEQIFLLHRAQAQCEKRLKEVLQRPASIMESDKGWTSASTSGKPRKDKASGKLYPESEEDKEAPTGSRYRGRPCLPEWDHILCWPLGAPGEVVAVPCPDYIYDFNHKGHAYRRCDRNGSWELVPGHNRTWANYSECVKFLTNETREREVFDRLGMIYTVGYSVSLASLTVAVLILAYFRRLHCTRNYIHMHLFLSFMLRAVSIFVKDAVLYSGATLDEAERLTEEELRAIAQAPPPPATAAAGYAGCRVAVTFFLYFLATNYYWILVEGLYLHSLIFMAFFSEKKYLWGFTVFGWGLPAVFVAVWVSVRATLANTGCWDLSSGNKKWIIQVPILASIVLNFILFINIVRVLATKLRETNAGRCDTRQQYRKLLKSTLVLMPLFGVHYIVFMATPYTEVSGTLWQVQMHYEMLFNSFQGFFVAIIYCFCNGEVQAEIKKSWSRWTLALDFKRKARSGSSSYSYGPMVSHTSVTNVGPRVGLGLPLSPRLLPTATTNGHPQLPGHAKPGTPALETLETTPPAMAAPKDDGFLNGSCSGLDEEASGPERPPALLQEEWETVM
#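 HEK-293-derived GP2 cells expressing PTHR1 and a GloSensor cAMP reporter, 3,000/well, plated overnight, given luciferin plus IBMX (each 0.5 mM as added) for 1 h at 37 °C, then compound for 1 h at 37 °C. Luminescence was read after 15 min at room temperature.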
# Numbers without * were called inactive; i = inactive; ? = inconclusive; . = not tested or not shown; & = joins results of further samples; [ ] = another dose, or the depositor's remark. Unless noted, the call rests on the fitted dose curve; in most records, active means well fitted curve in the direction sought with a large enough effect; inconclusive means small, poorly fitted or top-dose-only effect, or another doubt; inactive means no such curve, though single readings can be large; an effect the other way counts as inactive or inconclusive.
SMILES,EPAC1 agonist,GLP-1R inv ag,PI5P4K alpha inh,IL2 activator,PLK1 PBD inh,GLP1R ag,HEK293 tox,EPAC1 antag,PTHR1 ag
c1cc(-c2cc3nc(NCC4CC4)ccn3n2)ccc1OCCN1CCOCC1,0%,-8%,1,-0.2,-2%,8%,-9%,4%,i
COc1ccc(Cc2nc3ccc(C(=O)NCc4cc(C)no4)cc3o2)cc1,5%,27%,1,-2.6,3%,7%,-7%,-14%,-10%
C/C(=N\OC(=O)c1ccc(Cl)cc1)c1nccs1,-7%,0%,-8,-2.2,-8%,-10%,5%,14%,-3%
COc1ccc(NC(=O)Cn2nnc(-c3ccccc3F)n2)cc1,3%,-11%,2,-1.1,-10%,-3%,-4%,-5%,i
COc1ccccc1C(=O)OCCN1CCOCC1,2%,25%,.,-0.1,-1%,-5%,13%,11%,i
O=C(CN1C(=O)c2ccccc2C1=O)Nc1cc(C(=O)O)cc(C(=O)O)c1,1%,26%,0,-1.3,1%,-1%,22%,9%,i
O=C(C1CCCCC1C(=O)N1CCCCC1)N1CCCCC1 (configuration not stated),1%,2%,1,-0.5,-4%,-2%,-2%,10%,i
CCc1sc(C(=O)Nc2ccc3nc(C)sc3c2)cc1C,-4%,?,9,0.3,2%,-1%,?,?,-39%[inhibitor]
O=C(CN1C(=O)NC(Cc2c[nH]c3ccccc23)C1=O)Nc1ccc(Br)cc1F (configuration not stated),-12%,?,-8,0.3,-1%,8%,-9%,-7%,-44%[inhibitor]
CN(C)S(=O)(=O)c1cccc(NC(=O)CSc2nc3ccccc3[nH]2)c1,12%,2%[7.66 µM],-1,-0.3,-3%,1%,5%[7.66 µM],1%,-41%[inhibitor]
CCN=C1NN=C(c2cc(C)n(CCc3ccccc3)c2C)CS1,4%,7%,?,-3.5,-21%,4%,2%,-33%,i
N#Cc1ccc(C(S(=O)(=O)Cc2ccccc2)S(=O)(=O)Cc2ccccc2)cc1,13%,?,1,3.4,6%,0%,3%,-4%,-29%
CCCCNc1ccc2c(c1)C1CC2CCN1C(=O)OCc1ccccc1 (configuration not stated),-18%,?,5,-0.6,-16%,19%,20%,-13%,-3%
Cn1nc(-c2ccccc2)c(-c2nc(-c3ccccc3Cl)no2)c1Cl,-2%,0%,1,-2.1,-1%,-3%,2%,-7%,-9%
COc1ccc(S(=O)(=O)N(CCc2ccccc2)CC(=O)O)cc1,-7%,-1%,.,-1.9,-6%,7%,-8%,16%,i
Cn1c(SCC(=O)NC2CCCC2)nc2c(c1=O)SCC2,0%,19%,-11,-4.4,-12%,4%,-2%,-17%,-18%
Cc1ccc(S(=O)(=O)Nc2ccccc2/C=N/c2nc3ccccc3n2C(C)C)cc1,-17%,?,-8,-3.4,-14%,1%,?,-28%,-7%
CCOC(=O)C1(Cc2ccc(Cl)cc2)CCN(C(=O)CCc2ccncc2)CC1,-4%,?,1,-3.6,-8%,9%,6%,-12%,-14%
O=C(COC(=O)c1ccc2[nH]c3c(c2c1)CCCC3)Nc1ccc(Cl)cc1Cl,12%,10%,17,1.0,1%,0%,4%,-12%,-8%
CCN(CC)CCCNC(=O)c1cc(-c2ccc3c(c2)OCO3)on1,-1%,?,-1,0.0,-2%,15%,40%[activator],14%,-3%
COc1ccc(C2(CNC(=O)c3ccc(OC)c([N+](=O)[O-])c3)CCOCC2)cc1OC,7%,0%,-8,-3.2,-6%,17%,-17%,17%,i
Cc1ccc(N/C(SCc2ccccc2C)=C(/C#N)C(=O)NCc2ccco2)cc1C,5%,?,.,-2.0,-11%,-3%,1%,-8%,i
COc1ccccc1NS(=O)(=O)c1ccc(NC(=O)Cc2cccs2)cc1,0%,10%,-8,0.3,-3%,16%,-1%,0%,-15%
N#Cc1ccccc1NC(=O)C1SC(=Nc2ccccc2)C(C(=O)Nc2ccc(Cl)cc2)=C1N (configuration not stated),19%,?,-20,-2.1,-6%,1%,12%,-6%,-40%[inhibitor]
Cc1ccc(N(C)C(=O)c2cc(S(=O)(=O)N3CCCCC3)c[nH]2)cc1,-9%,-26%,-8,-1.9,2%,-4%,-14%,5%,-5%
O=C(N/C(=C/c1ccccc1)C(=O)N1CCCCC1)c1ccccc1,14%,?,1,0.8,-6%,2%,-4%,-6%,-7%
CN(Cc1ccccc1)C(=O)Nc1ccccc1,6%,0%,.,-2.9,-4%,22%,2%,-1%,-10%
Cc1cccc(N(C)S(=O)(=O)c2ccc(-c3cc(C)no3)s2)c1,-3%,1µM*,4,-0.9,6%,9%,-11%&-26%,14%,-24%
Cc1ccccc1C(=O)N1CCC(n2nccc2NC(=O)C2CC2)CC1,4%,11%,2,-2.1,-6%,-21%,5%,11%,i
Cn1c(SCC(=O)Nc2ccc3c(c2)OCO3)nnc1C(F)(F)F,5%,1%,-2,-0.3,-8%,-4%,5%,-29%,-4%
COc1ccc(NC(=O)c2ccc(NC(=O)c3cccnc3)cc2)cc1,4%,12%,-5,-1.7,2%,1%,-9%,-6%,i
CSc1cccc(NC(=S)N(CCCN2CCCC2)Cc2cccs2)c1,7%,?,4,-1.2,2%,4%,?,-3%,i
CC(=O)Nc1ccc(/C(C)=N/NC(=O)c2ccncc2)cc1,4%,-1%,-10,-0.5,?,1%,8%,-11%,-10%
O=C(NC1CCCc2ccccc21)c1n[nH]c(=O)c2ccccc12 (configuration not stated),-2%,10%,0,-0.8,-11%,12%,21%,-3%,-22%
CCN(CC(=O)Nc1c(F)cccc1F)C(=O)CCc1nc2ccccc2c(=O)[nH]1,2%,13%,0,-0.1,6%,4%,-3%,5%,-22%
CCOC(=O)C1(Cc2ccc(OC)cc2)CCN(C(=O)Cn2cnnn2)CC1,1%,-12%,4,6.1,1%,9%,-16%,8%,i

# 3 of the compounds above, with two lines to a compound.
# Values run as follows: EPAC1 agonist	GLP-1R inv ag	PI5P4K alpha inh	IL2 activator	PLK1 PBD inh	GLP1R ag	HEK293 tox	EPAC1 antag	PTHR1 ag
COc1ccc(NC(=O)c2ccc(NC(=O)c3cccnc3)cc2)cc1
 : 4%	12%	-5	-1.7	2%	1%	-9%	-6%	i
CSc1cccc(NC(=S)N(CCCN2CCCC2)Cc2cccs2)c1
 : 7%	?	4	-1.2	2%	4%	?	-3%	i
CC(=O)Nc1ccc(/C(C)=N/NC(=O)c2ccncc2)cc1
 : 4%	-1%	-10	-0.5	?	1%	8%	-11%	-10%

# (cont.)
SMILES,EPAC1 agonist,GLP-1R inv ag,PI5P4K alpha inh,IL2 activator,PLK1 PBD inh,GLP1R ag,HEK293 tox,EPAC1 antag,PTHR1 ag
COc1cc(CNCCc2c[nH]c3ccccc23)ccc1OCc1ccc(F)cc1,2%,0%,1,-4.1,2%,-16%,?,-1%,-14%
COc1ccc(N2CC(NS(=O)(=O)c3ccc4ccccc4c3)CC2=O)cc1OC (configuration not stated),8%,1%,2,-4.6,1%,11%,-5%,-9%,i
CCOC(=O)N1CCC(NC(=O)c2cnn3ccccc23)CC1,1%,-1%,5,-1.7,0%,2%,10%,-1%,-26%
c1ccc(Oc2nc3ccccc3n3cccc23)cc1,7%,?,30,0.7,1%,1%,-18%,2%,-16%[57.5 µM]
CSc1sccc1/C=C(/C#N)C(=O)c1ccco1,0%,13%,-4,-0.3,0.84µM*,4%,4%,-26%,i
COc1ccccc1/C=N/NC(=O)c1ccc(Br)cc1,-7%,0%,1,-3.2,-5%,16%,-16%,0%,i
Cc1cc(=O)[nH]c(NNC(=O)c2ccc(Cl)cc2)n1,0%,2%,-3,-1.4,-3%,-1%,16%,-8%,i
CCCN(C(=O)c1ccco1)c1nnc(-c2cccc(C)c2)s1,19%,?,-1,0.0,-9%,-5%,18%,-4%,-6%
CCN(CC)c1ccc(/C=N/NC(=S)NCc2ccco2)cc1,-8%,?,1,1.0,-12%,5%,?,-7%,-10%
CC(C)(C)c1cc(NC(=O)c2cc(F)c(F)c(F)c2F)no1,-7%,0%,-3,1.6,-2%,-17%,-9%,-6%,-36%[inhibitor][57.5 µM]
O=C(NN1CCOCC1)c1ccc([N+](=O)[O-])cc1,0%,1%,4,-0.1,-9%,-2%,1%,-27%,-22%
COc1ccc(C2/C(=C(/O)c3ccc(Br)cc3)C(=O)C(=O)N2C)cc1 (configuration not stated),4%,-1%,3,0.2,-4%,-3%,-9%,-4%,i
Cc1cccc(N2CCN(C(c3ccncc3)c3nnnn3C(C)(C)C)CC2)c1C (configuration not stated),2%,-3%,-6,-0.5,-5%,0%,12%,-2%,-7%
Cc1ccc(S(=O)(=O)c2c(O)c3ccc(C(=O)O)cc3[nH]c2=O)cc1,-2%,34%[activator],1,0.9,1%,-7%,8%,17%,i
CCOC(=O)c1c(C)oc2c1cc(NS(=O)(=O)c1ccc(C(=O)O)cc1)c1ccccc12,-3%,13%,?,2.9,27µM*,-1%,3%,-7%,-11%
O=C(Nc1cccc(C(F)(F)F)c1)Oc1ccc(Cl)c2cccnc12,0%,13µM*,18,-4.2,-8%,-1%,0%,-28%,i
CCOC(=O)C(C)Sc1nnc(CSc2nc3nc(C)cc(C)n3n2)o1 (configuration not stated),-3%,2%,2,-0.1,0%,3%,-7%,7%,i
c1ccc(-c2nnsc2-c2ccccc2)cc1,4%,?,-60*,-2.6,1%,-2%,-4%,10%,-16%
COCCNC(=S)N(CCc1c(C)[nH]c2ccc(Cl)cc12)Cc1cccnc1,2%,?,17,-0.5,2%,0%,-8%,-7%,-17%
COc1ccc(S(=O)(=O)Nc2cccc3c2O[C@H](CN(C)C(=O)Nc2ccccc2)[C@@H](C)CN([C@H](C)CO)C3=O)cc1,1%,6%,-1,-0.6,-9%,5%,4%,-16%,i
Cc1ccc(C(=O)N2CCCC2)cc1S(=O)(=O)Nc1cccc(C)c1C,10%,-22%,0,0.0,-6%,14%,2%,-13%,i
CC(C)c1cc(=O)n2[nH]c(SCc3ccccc3Cl)nc2n1,-2%,38%[activator],-5,0.4,-2%,0%,-7%,7%,-35%[inhibitor]

# Screening results as filed in PubChem.

# Some of the compounds tested; rates above refer to the full screens.
